pAkt inh – Akt phosphorylation inhibition. activity change, % for hits at 50 µM. Neuro2A IGF-stimulated pAkt S473 HTRF, 20 min; active compounds read low. 360,000 compounds, 0.32% hits; in the data active = activity change below about -80%; inconclusive = mostly about -51% to -80%; also: % is scaled to controls: 0 for no effect and ±100 for the full control effect
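Single-point screen (50 µM final compound) in Neuro2A cells stimulated 20 min with 6 nM IGF at 37 deg C. After lysis, Ser473-phosphorylated Akt read by HTRF (ex 330 nm, em 615/665 nm) as the 665/615 ratio.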
aSyn rescue – alpha-synuclein toxicity inhibition in yeast; 370,000 compounds, 0.14% hits; Potency, µM (doses to about 46.1 µM), for the others: top-dose growth rescue (activation), usual class: activators; Yeast expressing alpha-synuclein, growth rescue, BacTiter-Glo, 24 h; also: potency is read from the fitted curve at half-maximal effect; % of control where 0% means no effect; nearly all actives have a fitted effect of over 65% in size
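Rescue of yeast growth: cells expressing toxic alpha-synuclein, induced in galactose at OD600 0.02, incubated with compound 24 h at 30 C. ATP luminescence quantified growth; inhibitors of toxicity appear as activators.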
GLP-1R agonist – GLP-1 receptor (human) agonism | Potency, µM (titrated, usually from 45.6 µM), for the others: at the highest dose activation, usual class: activators | P43220 | AID 624172 | HEK293 GLP-1R CRE-luciferase, luminescence, 4-6 h; cells express a hypersensitive GLP-1R form | 380,000 compounds, 0.007% hits; also: potency is read from the fitted curve at half-maximal effect; % of control where 0% means no effect
PTHR1 ag – PTHR1 (human) receptor agonism; Q03431; HEK293 GP2 PTHR1 cells, GloSensor cAMP luminescence, 1 h; Potency, µM (series often up to 115 µM), without a hit: at the highest dose activation, usual class: activators; 410,000 compounds, 0.075% hits; AID 743266; also: potency is read from the fitted curve at half-maximal effect; nearly all actives have a fitted effect of over 55% in size; some results filed as inactive show a strong effect at the top dose; inactives centre near -15; many of its hits are not listed in these tables
Target sequence (Q03431 whole entry, looked up): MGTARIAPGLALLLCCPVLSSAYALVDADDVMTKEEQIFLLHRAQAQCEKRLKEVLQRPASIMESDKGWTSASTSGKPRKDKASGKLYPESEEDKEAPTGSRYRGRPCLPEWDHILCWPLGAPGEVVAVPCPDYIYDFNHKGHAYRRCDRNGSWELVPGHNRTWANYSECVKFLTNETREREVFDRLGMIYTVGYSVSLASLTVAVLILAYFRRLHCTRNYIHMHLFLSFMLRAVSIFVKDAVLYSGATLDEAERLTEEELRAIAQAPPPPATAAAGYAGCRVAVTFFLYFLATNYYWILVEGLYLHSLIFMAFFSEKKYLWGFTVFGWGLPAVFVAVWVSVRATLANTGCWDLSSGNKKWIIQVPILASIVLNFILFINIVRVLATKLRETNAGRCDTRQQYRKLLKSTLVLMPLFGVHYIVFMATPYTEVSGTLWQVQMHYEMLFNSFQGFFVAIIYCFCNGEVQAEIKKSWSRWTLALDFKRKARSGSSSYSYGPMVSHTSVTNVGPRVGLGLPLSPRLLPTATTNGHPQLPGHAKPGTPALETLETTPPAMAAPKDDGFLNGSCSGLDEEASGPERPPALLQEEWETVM
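HEK-293-derived GP2 cells expressing PTHR1 and a GloSensor cAMP reporter, 3,000/well, plated overnight, given luciferin plus IBMX (each 0.5 mM as added) for 1 h at 37 °C, then compound for 1 h at 37 °C. Luminescence was read after 15 min at room temperature.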
Abeta yeast res – compounds reversing amyloid beta toxicity in yeast; yeast expressing A-beta42, growth rescue, OD600, 48 h; response scale: 0% DMSO, 100% iron-clioquinol control; Potency, µM (series often up to 46.1 µM), for inactives: at the highest dose growth rescue, usual class: activators; 410,000 compounds, 0.063% hits; AID 1347071; also: potency is read from the fitted curve at half-maximal effect; nearly all actives have a fitted effect of over 55% in size
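Yeast growth medium received pinned compounds, then yeast cells expressing toxic A-beta were added; plates incubated at 30 C for 48 hr. Growth read as absorbance at 600 nm, normalized to DMSO and equimolar FeCl3 plus clioquinol controls.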
GLP1R inv ag – GLP-1 receptor (human) inverse agonism | 410,000 compounds, 1.6% hits | Potency, µM (series often up to 38.3 µM), for the others: top-dose activity change, negative = inhibition, hits mostly inhibitors | HEK293 GLP-1R CRE-luciferase, luminescence, 24 h; GLP-1R form is constitutively active | AID 624417 | P43220; also: potency is read from the fitted curve at half-maximal effect; % is scaled to controls: 0 for no effect and ±100 for the full control effect; nearly all actives have a fitted effect of over 55% in size
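qHTS in 1536-well format: reporter HEK293 cells expressing constitutive GLP-1R activity in DMEM + 10% Nu serum, 24 hr with compounds at 37 deg C, luminescence read after 12 min with detection reagent.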
FUS suppressor – suppressors of FUS proteinopathy in yeast; S. cerevisiae FUS-expressing, growth rescue, OD600, 24 h; Potency, µM (top dose mostly 76.6 µM), for inactives: at the top dose growth rescue (activation), hits mostly activators; 390,000 compounds, 0.24% hits; AID 1347120;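 also: potency is read from the fitted curve at half-maximal effect; plate controls were DMSO vehicle for no effect and reference control for full effect; nearly all actives have a fitted effect of over 55% in size; some results filed as inactive show a strong effect at the top dose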
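Galactose (2%) drives FUS expression in yeast precultured in raffinose; seeding density OD 0.005. Test compounds incubated 24hr at 30C and 99% humidity before absorbance at 600 nm was measured.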
TDP-43 yeast inh – rescues yeast growth from TDP-43 toxicity; TDP-43 expressing yeast growth rescue, BacTiter-Glo, 24 h; AID 652104; Potency, µM (highest dose often 46.1 µM), for inactives: top-dose growth rescue (activation), actives largely listed as activators; 410,000 compounds, 1.8% hits; also: potency is read from the fitted curve at half-maximal effect; % of control where 0% means no effect; nearly all actives have a fitted effect of over 50% in size
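Galactose-induced TDP-43 yeast, OD600=0.02, compound pinned; 24 hr, 30 deg C; BacTiter-Glo luminescence for growth. Inhibitors of TDP-43 toxicity read as activators.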
D3 antag – antagonists of human D3 dopamine receptor; P35462; D3R cells, DiscoveRx beta-arrestin luminescence, antagonist mode; active compounds read low; max response, negative = inhibition, %; 360,000 compounds, 2.5% hits; in the data active = max response below about -50%; inconclusive = no clear call, values can overlap the other calls; also: % is scaled to controls: 0 for no effect and ±100 for the full control effect; mostly tested at two doses, the higher about 12 µM
Target sequence (P35462 whole entry, looked up): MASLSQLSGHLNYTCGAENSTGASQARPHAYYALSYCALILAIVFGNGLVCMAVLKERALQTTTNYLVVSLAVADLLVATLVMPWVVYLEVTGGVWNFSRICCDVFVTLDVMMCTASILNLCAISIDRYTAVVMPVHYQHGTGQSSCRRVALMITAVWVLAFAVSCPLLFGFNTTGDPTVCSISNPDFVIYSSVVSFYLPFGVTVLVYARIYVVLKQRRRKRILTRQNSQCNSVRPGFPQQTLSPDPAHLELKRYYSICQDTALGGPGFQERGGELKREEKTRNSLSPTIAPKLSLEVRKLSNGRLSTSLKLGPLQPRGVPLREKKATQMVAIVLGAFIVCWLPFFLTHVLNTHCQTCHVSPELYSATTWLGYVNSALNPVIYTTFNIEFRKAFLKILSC
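Cells plated overnight at 1500 cells/well, then exposed to library compounds with dopamine controls for 90 minutes at 37 degrees C. DiscoveRx reagent added for 30–60 minutes at room temperature; luminescence read, quantitative HTS format.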
* hit, by the source's call; i = inactive; u = inconclusive; x = no result given; & = joins results of further samples; [ ] = dose if it differs, or a comment. Unless noted, calls follow the shape of the dose curve; as a rule, active = well fitted curve in the direction sought with a large enough effect; inconclusive = small, poorly fitted or top-dose-only effect, or another doubt; inactive = no such curve, though single readings can be large; an effect the other way counts as inactive or inconclusive.

SMILES	pAkt inh	aSyn rescue	GLP-1R agonist	PTHR1 ag	Abeta yeast res	GLP1R inv ag	FUS suppressor	TDP-43 yeast inh	D3 antag
Cc1ccc(CNC(=O)CSCc2ccc(F)cc2)cc1	i	0%	10%	-17%	5%&11%	u	45%&23%	u	-10
CCOCCCNC(=O)/C(C#N)=C/c1ccc([N+](=O)[O-])o1	i	-75%[inhibitor]	4%	-28%	-91%[inhibitor]	23%	10%	u	-27
CCn1c(C(=O)O)c(CC(=O)Nc2cccc(C(F)(F)F)c2)c2ccccc21	i	-7%	-4%	-26%	-1%	u	-14%	11%	5
O=C(COC(=O)CCC1CCCC1)Nc1ccc(Cl)cn1	i	-10%	7%	-35%[inhibitor]	9%	0%	-7%	0%	-14
COC(=O)N/N=C(\C)c1ccc(OC(F)F)cc1OC(F)F	i	2%	-8%	i	21%	6%	x	16%	0
COc1ccc(C(=O)NCC(=O)N/N=C/c2c(C)[nH]c3ccccc23)cc1	i	-3%	-2%	i	-5%	u	12%	7%	u
CC(=O)NC(Cc1cccc(F)c1)C(=O)NC1CCN(C(=O)Nc2ccc(C)cc2)CC1 (configuration not stated)	i	1%	0%	i	-16%	6%	2%	-7%	3
COc1ccc(-c2cc(=O)c3ccccc3o2)cc1	i	-1%	22%	-58%[inhibitor]	1%	16%	-30%	11%	-23
O=Cc1ccc(-c2ccc(Cl)cc2Cl)[nH]1	i	10%	22%	i	4%	u	-3%	20µM*	-1
CC(C)N(Cc1nc(-c2ccc(Cl)cc2)no1)C(=O)CCC1CCCC1	i	-27%	-1%	-43%[inhibitor]	3%	10µM*	17%	13%	5
FC(F)C(F)(F)Oc1cccc(Nc2nccn3c(-c4cccc5cccnc45)cnc23)c1	i	-10%	7%	u	14%	u	42%	u	-11
c1ccc(N2CCN(c3ccc4nncn4n3)CC2)nc1	i	-4%	9%	10%	-8%	4%	-28%	-9%	0
CCOC(=O)c1c(C)[nH]c(C)c1S(=O)(=O)N1CCN(c2cc(Cl)ccc2C)CC1	x	x	x	-76%[inhibitor]	-13%	u	u	u	x
CCCCn1c(N)c(N(Cc2ccccc2OC)C(=O)CN2C(=O)NC(C)(c3ccccc3)C2=O)c(=O)[nH]c1=O (configuration not stated)	i	3%	7%	i	-1%	3%	x	0%	u
COC(=O)[C@H](Cc1ccccc1)NC(=O)C1CCN(C(=O)[C@H](C)NS(=O)(=O)c2ccc(C)cc2)CC1	i	0%	8%	i	9%	15%	25%	1%	2
COc1ccc(NC2CCCN(C(=O)c3ccc(C)c(N4CCNC4=O)c3)C2)cc1 (configuration not stated)	i	0%	-3%	i	-1%	8%	x	3%	1
O=C(Nc1ccccc1Oc1cccnc1)C1CCCN(C/C=C/c2ccccc2)C1 (configuration not stated)	i	-2%	2%	11%	-2%	u	x	4%	-60*
CSc1cc(C)c(OCC(=O)Nc2ccc(NC(C)=O)cc2)c(C)c1	i	-1%	-4%	-40%	2%	-8%	-22%	9%	-52*
Cc1ccc(C(=O)O)cc1S(=O)(=O)NCC1CCCO1 (configuration not stated)	i	0%	6%	-15%[57.5 µM]	-20%	6%	42%	-22%	-20
CN(c1ccc(C(=O)Nc2ccccc2C(F)(F)F)cc1)S(C)(=O)=O	i	-7%	2%	-3%	2%	9%	7%	2%	23

Records listed so far printed as active in GLP1R inv ag.
smiles	pAkt inh	GLP-1R agonist	PTHR1 ag	GLP1R inv ag	D3 antag
CC(C)N(Cc1nc(-c2ccc(Cl)cc2)no1)C(=O)CCC1CCCC1	i	-1%	-43%[inhibitor]	10µM*	5

The listing picks up with the 2 entries that preceded the break.
SMILES	pAkt inh	aSyn rescue	GLP-1R agonist	PTHR1 ag	Abeta yeast res	GLP1R inv ag	FUS suppressor	TDP-43 yeast inh	D3 antag
Cc1ccc(C(=O)O)cc1S(=O)(=O)NCC1CCCO1 (configuration not stated)	i	0%	6%	-15%[57.5 µM]	-20%	6%	42%	-22%	-20
CN(c1ccc(C(=O)Nc2ccccc2C(F)(F)F)cc1)S(C)(=O)=O	i	-7%	2%	-3%	2%	9%	7%	2%	23
COc1ccccc1-n1cnnc1SCC(=O)Nc1cc(C)on1	i	-6%	4%	i	-17%	-17%	7%	-24%[0.397 µM]	-10
CC(=O)N1CCC2(CC1)C/C(=N\NC(=S)Nc1ccccc1F)c1cc(O)ccc1O2	i	-5%	9%	16%	u	u	u	-16%	-28
COc1ccc(CCNc2ncnc3c2c(C)c(C)n3CCO)cc1OC	i	-1%	u	-37%[inhibitor]	-18%	49%[activator]	-9%	12%	44
Cc1cc(C)n2cc(CSc3nnnn3-c3ccccc3)nc2n1	i	3%	26%	i	5%	3%	7%	-11%	-1
O=C(Nc1ccc(NC(=O)c2ccccc2F)cc1)c1ccccc1F	i	2%	10%	-27%	-10%	10%	-6%	-1%	-21
CC1CCC(NC(=O)CSc2nncn2C)CC1 (configuration not stated)	i	0%	0%	-23%	-3%	7%	11%	0%	-14
CCSc1ncc(Cl)c(C(=O)N(Cc2ccccc2)Cc2ccco2)n1	x	x	x	-71%[inhibitor]	-15%	10µM*	-13%	18%	x
O=C(O)c1ccc(NC(=S)NC(=O)c2ccc(-c3ccc(Br)cc3)o2)cc1	i	-2%	2%	10%	12%	66%[activator]	28%	5%	-8
COc1ccc(S(=O)(=O)NC2CC(=O)N(c3ccccc3)C2)cc1C (configuration not stated)	i	-1%	5%	-13%	15%	7%	12%	-4%	1
COc1ccc(-n2ncc3c2CC(C)(C)CC3NC(=O)CCn2cncn2)cc1 (configuration not stated)	i	2%	-3%	-22%	10%	13%	x	-9%	2
Cc1noc(C(=O)Nc2c(C)n(C)n(-c3ccccc3)c2=O)c1Cl	i	0%	-3%	i	-3%	7%	-12%	0%	-1
CCOC(=O)Cc1c(C)c2ccc(N(CC)CC)cc2oc1=O	i	-4%	18%	-4%	-14%	u	-2%	20%	9
Cc1cc(C)c2c3c(sc2n1)C(c1ccccc1)C(C#N)=C(N)O3 (configuration not stated)	i	9%	u	i	0%	0%	18%	-9%	-10
Cc1ccc(NC(=O)Cn2sc3ccccc3c2=O)cc1	i	-31%[inhibitor]	3%	-20%	-79%[inhibitor]	-7%	-19%	u	0
COc1ccc(C(=O)c2ccc(N(C)C)cc2)c(OC)c1	i	1%	11%	i	-10%	0%	11%	-5%	15
Cc1ccccc1NS(=O)(=O)c1cc2c3c(c1)C(C)C(=O)N3CCC2 (configuration not stated)	i	-1%	0%	-2%	-4%	14%	25%	11%	31
Cc1ccc(C)c(OCC(=O)N2CCN(c3ncccn3)CC2)c1	i	0%	5%	i	21%	18%	-14%	u	8
Brc1cc(Br)cc(CN2CCSCC2)c1	i	-6%	-1%	i	4%	u	-5%	0%[1.82 µM]	7
CCOC(=O)N1CCc2c(sc3c2c(=O)n(CCc2ccccc2)c(=O)n3CC(=O)Nc2ccc(C)cc2)C1	x	x	x	15%	-3%	7%	-7%	2%	x
COc1ccc(CC(=O)O/N=C(\N)Cc2ccc(OC)cc2)cc1	i	-8%	1%	-1%[57.5 µM]	11%	-9%	24%	11µM*	-11
Cc1c(C)c2c(OCC(=O)NCc3ccncc3)cc3c(c2oc1=O)CCC(C)(C)O3	i	-8%	2%	i	8%	21%	-9%	18%	11
Cc1ccc(NC(=O)c2c(C)oc3ncnc(N4CCCCC4)c23)cc1Cl	x	x	x	-14%	-19%	-7%	11%	1%	x
C=CCn1c(SCC(=O)N(C)C2CCS(=O)(=O)C2)nnc1-c1ccncc1 (configuration not stated)	x	0%	-7%	i	-7%	-5%	-19%	-8%	-54*
CCc1ccc(N(CC(=O)NC(C)C)C(=O)CCC(=O)Nc2nccs2)cc1	i	3%	3%	i	-4%	16%	-18%	-5%	14
Cc1ccccc1CN1C(=O)c2ccccc2C1c1nnnn1Cc1ccccc1 (configuration not stated)	i	8%	11%	-35%[inhibitor]	16%	27%	7%	u	38
CC(C)Cc1nnc(NC(=O)CCC(=O)N2CCN(Cc3ccccc3)CC2)s1	i	0%	5%	-12%	-5%	-7%	-3%	3%	0
COc1ccnc(Oc2ccccc2)c1C(=O)N/C=N/OCc1ccc(F)cc1Cl	i	-11%	-2%	u	-17%	10%	u	u	5
O=C(COc1ccc(Cl)cc1)Nc1ccccc1C(=O)NCc1cccnc1	i	4%	25%	-13%	-18%	58%[activator]	x	4%	4
CCCCCn1c(=O)c(-c2nc3ccccc3[nH]2)c(O)c2ccccc21	i	1%	15%	-9%	-6%	-7%	-12%	-10%	6
O=C(CNc1ccc(Br)cc1)NNC1=NCCC1	i	1%	-2%	i	-3%	2%	0%	9%	-16
Nc1ccc2nc3n(c(=O)c2c1)CCC3	i	0%	-2%	13%	-15%	7%	-13%	-20%	0
CCOC(=O)c1ccc2c(c1)N(CC(=O)N(C)c1ccccc1)C(=O)c1ccccc1S2	x	2%	28%	-31%[inhibitor]	-8%	-3%	44%	23%	x
S=c1[nH]nc(-c2ccc3ccccc3n2)n1-c1ccccc1	i	-7%	5%	-6%	3%	-29%	x	5%	u
CCc1ccc(-n2nc3ccc(NC(=O)c4cc(Cl)c(OC)c(Cl)c4)cc3n2)cc1	x	x	0%	i	-2%	-2%	-15%	11%	x
S=c1[nH]ncn1/N=C/c1ccc(N2CCOCC2)cc1	i	4%	-11%	-30%	10%	-26%	29%	5%	u
Cc1ccc(OC(=O)c2cc(-c3ccccc3)nc3ccc(C)cc23)cc1	x	x	x	i	11%	1%	15%	u	x

Assay outcomes from PubChem BioAssay.

A portion of the library; rates above refer to the full screens.
